# BRCA1 expr up: increases BRCA1 expression | AID 624202 | 380,000 compounds, 1.1% hits | MCF7-BRCA1-FFLuc reporter, luminescence, 48 h; response scale: scaled: vehicle 0%, 10 µM genistein 100% | Potency, µM (top dose mostly 46.1 µM), inactives show at the top dose activation, actives largely listed as activators; also: potency is read from the fitted curve at half-maximal effect; nearly all actives have a fitted effect of over 80% in size; some results filed as inactive show a strong effect at the top dose
#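 MCF7-BRCA1-FFLuc cells, 2000/well in phenol-red-free MEM, attached 2 h then treated 48 h at 37 C. Luciferase luminescence read 15 min after reagent; normalized to genistein maximum activation (10microM) and DMSO, concentration-response fitted.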
# p53 reactivator: mutant p53 re-activation in reporter cells; Potency, µM (top dose mostly 92.2 µM), inactives show at the top dose activity change, positive = activation, actives largely listed as activators; 320,000 compounds, 0.063% hits; AID 504706; H1299 p53-A138V BP100-luciferase reporter, luminescence, 24 h; also: potency is read from the fitted curve at half-maximal effect; % of control where 0% means no effect; nearly all actives have a fitted effect of over 45% in size
#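 p53-null H1299 cells stably carrying temperature-sensitive p53-A138V and a BP100-luciferase reporter were pinned with compounds (4-point, 1:5 series) and held 24 hrs at 37 deg C. Luminescence was read 10 min after detection reagent.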
# S-ASM inh: human S-ASM enzyme inhibition; P17405; placental ASM, HMU-PC fluorogenic substrate, 60 min; Potency, µM (top dose mostly 57.5 µM), for the others: at the top dose activity change, negative = inhibition, most hits filed as inhibitors; 340,000 compounds, 0.006% hits; also: potency is read from the fitted curve at half-maximal effect
#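 Human placenta-derived ASM preincubated with compound 10 min at room temperature, then reacted with 9 uM (final) fluorogenic HMU-PC substrate for 60 min at 37 C. Stop solution raises pH to 10; fluorescence read at Ex 386/Em 447 nm.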
# USP2a block: USP2a (human) protease inhibition; O75604; USP2 core, Ub-CHOP2 coupled fluorogenic reporter, 485/531; Potency, µM (doses to about 38.3 µM), without a hit: at the highest dose activity change, negative = inhibition, most hits filed as inhibitors; 330,000 compounds, 0.01% hits; AID 463254;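 also: potency is read from the fitted curve at half-maximal effect; plate controls were DMSO wells for no effect and full inhibition by NEM control for full effect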
# Target sequence (O75604 whole entry, looked up): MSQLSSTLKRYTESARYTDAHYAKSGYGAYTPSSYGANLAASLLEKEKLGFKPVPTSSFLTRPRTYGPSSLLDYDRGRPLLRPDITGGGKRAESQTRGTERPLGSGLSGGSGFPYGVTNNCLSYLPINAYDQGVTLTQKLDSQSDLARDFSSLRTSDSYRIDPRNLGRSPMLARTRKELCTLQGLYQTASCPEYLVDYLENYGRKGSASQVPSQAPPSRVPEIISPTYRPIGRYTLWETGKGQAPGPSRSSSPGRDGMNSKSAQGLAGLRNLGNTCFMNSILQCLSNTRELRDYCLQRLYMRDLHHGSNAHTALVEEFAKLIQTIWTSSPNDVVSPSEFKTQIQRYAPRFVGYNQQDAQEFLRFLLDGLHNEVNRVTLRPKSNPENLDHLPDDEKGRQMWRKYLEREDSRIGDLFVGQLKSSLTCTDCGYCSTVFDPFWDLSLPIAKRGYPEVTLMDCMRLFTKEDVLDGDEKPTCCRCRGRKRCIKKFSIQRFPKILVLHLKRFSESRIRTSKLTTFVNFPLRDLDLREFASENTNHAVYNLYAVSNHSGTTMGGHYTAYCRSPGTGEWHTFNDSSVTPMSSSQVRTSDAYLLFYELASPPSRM
#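 Cell-free coupled assay: 10nM USP2 core preincubated 30min RT with compound in Tris-HCl pH 8.0/CaCl2/CHAPS buffer, then 25nM Ub-CHOP2 and 25nM reporter substrate; fluorescence (Ex 485/Em 531) read after 60min RT, normalized to NEM inhibition, concentration-response curves fitted.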
# TRPV1 ag: activates the human vanilloid receptor TRPV1; activation, % at 8.33 µM; 320,000 compounds, 0.19% hits; TRPV1-expressing cells, Fluo-8 calcium influx, agonist mode; in the data active = activation above about 80%; inconclusive = between about 30% and that limit; also: 0% is about no effect
#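 TRPV1-expressing cells were cultured overnight at 35.5C and loaded with Fluo-8 calcium dye for 40 to 90 min at room temperature. After a 10 s baseline, compound was added and calcium influx was read kinetically for 3 min (ex 480/em 520 nm).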
# uPA surface inh: cell surface uPA generation inhibition; cell surface uPA generation assay, qHTS; Potency, µM (titrated, usually from 38.3 µM), without a hit: top-dose activity change, negative = inhibition, actives largely listed as inhibitors; 330,000 compounds, 0.31% hits; active = well fitted inhibition curve with a large enough effect; inconclusive = small, poorly fitted or top-dose-only effect; inactive = no such curve, though single readings can be large or run the other way; tested in mouse RAW 264.7 cells; also: potency is read from the fitted curve at half-maximal effect; % is scaled to controls: 0 for no effect and ±100 for the full control effect; nearly all actives have a fitted effect of over 55% in size
# ELG1 genotox: genotoxicity induction in ELG1-luciferase HEK293T cells; HEK293T ELG1-luciferase reporter, luminescence, 16 h; Potency, µM (doses to about 46 µM), for inactives: top-dose activity change, positive = activation, most hits filed as activators; 330,000 compounds, 1.3% hits; also: potency is read from the fitted curve at half-maximal effect; % of control where 0% means no effect; nearly all actives have a fitted effect of over 60% in size
#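 16 hr compound incubation (37 °C, 5% CO2) of HEK293T cells carrying luciferase-tagged ELG1; luciferase then measured by ONE-Glo luminescence after 30 min at RT.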
# a7 integrin act: activates integrin-mediated alleviation for muscular dystrophy; alpha7betagal myoblasts, beta-gal FDG fluorescence, 48 h; Potency, µM (top dose mostly 38.3 µM), for the others: at the top dose activation, usual class: activators; 350,000 compounds, 0.064% hits;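 also: potency is read from the fitted curve at half-maximal effect; 100% = response of the positive control SU9516; nearly all actives have a fitted effect of over 60% in size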
#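 alpha7betagal+/- myoblasts (passage 13, 250/well) treated 48 h at 37C with compounds at 1:260 dilution of DMSO stock. Lysed, then beta-galactosidase activity read as FDG fluorescence (ex 480/em 540) after 30 min, with pre-read for autofluorescence.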
# Eya2 phos inh: blocks the phosphatase activity of human Eya2 | 330,000 compounds, 0.006% hits | AID 488837 | recombinant Eya2, OMFP fluorescence dephosphorylation (OMFP is methylfluorescein phosphate) | Potency, µM (top dose mostly 76.9 µM), for the others: at the highest dose activity, negative = inhibition, usual class: inhibitors | O00167; also: potency is read from the fitted curve at half-maximal effect; % is scaled to controls: 0 for no effect and ±100 for the full control effect
#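 Eya2 protein (added as 0.2 uM solution) was preincubated with compound for 10 min at ambient temperature in 50 mM HEPES pH 7.5, 50 mM NaCl, 5 uM MgCl2, 0.05% BSA, 1 mM DTT. OMFP (added at 50 uM) then reacted 10 min; fluorescence read at 485/525 nm.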
# B2AR arrestin: beta2AR (human) beta-arrestin recruitment activity | P07550 | beta-arrestin recruitment to beta2AR, cell-based reporter | Potency, µM (highest dose often 46.1 µM), for inactives: at the highest dose activation, usual class: activators | 330,000 compounds, 0.02% hits;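 also: potency is read from the fitted curve at half-maximal effect; 0% = DMSO controls and full agonism = EC100 isoproterenol or metaproterenol; nearly all actives have a fitted effect of over 65% in size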
# Target sequence (P07550 whole entry, looked up): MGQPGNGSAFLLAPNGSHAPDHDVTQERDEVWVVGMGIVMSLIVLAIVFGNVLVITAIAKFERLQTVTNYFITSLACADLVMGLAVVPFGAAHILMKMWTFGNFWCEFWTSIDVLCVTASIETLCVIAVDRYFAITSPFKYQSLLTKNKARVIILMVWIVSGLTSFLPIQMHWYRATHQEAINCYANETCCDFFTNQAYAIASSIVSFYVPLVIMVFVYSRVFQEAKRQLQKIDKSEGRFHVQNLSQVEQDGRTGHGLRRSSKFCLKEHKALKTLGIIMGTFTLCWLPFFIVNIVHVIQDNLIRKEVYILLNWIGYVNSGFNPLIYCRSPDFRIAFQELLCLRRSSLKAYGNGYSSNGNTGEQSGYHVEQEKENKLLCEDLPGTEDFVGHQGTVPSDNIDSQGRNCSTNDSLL
# PTAP TSG101 blk: blocks PTAP/TSG101 interaction to inhibit HIV-1 budding. Q99816. Fluorescence polarization, FITC-PTAP peptide / Tsg101 binding. Potency, µM (highest dose often 115 µM), for the others: at the top dose activity change, negative = inhibition, most hits filed as inhibitors. 340,000 tested, under 10 active. AID 493005; active = well fitted inhibition curve with a large enough effect in the main read-out, with a control signal flat, not every such curve was filed as active; inconclusive = small, poorly fitted or top-dose-only effect, or effect the other way, or a change in a side signal; inactive = no such curve, though single readings can be large or run the other way; also: potency is read from the fitted curve at half-maximal effect; % of control where 0% means no effect
#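 FP read-out: FITC-PTAP peptide, 50 nM final, binding Tsg101 binding domain, 10 uM final; 20 min, r.t.; 10 mM HEPES pH 7.5, 0.15 M NaCl, 0.01% Tween 20, 3 mM EDTA, 0.1 mM TCEP.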
# * = called active by the depositor; ? = inconclusive; . = not tested or not shown; [ ] = another dose, or the depositor's remark. Unless noted, calls follow the shape of the dose curve; as a rule, active = well fitted curve in the direction sought with a large enough effect; inconclusive = small, poorly fitted or top-dose-only effect, or another doubt; inactive = no such curve, though single readings can be large; an effect the other way counts as inactive or inconclusive.
item	mol	S-ASM inh	ELG1 genotox	TRPV1 ag	Eya2 phos inh	p53 reactivator	PTAP TSG101 blk	uPA surface inh	a7 integrin act	USP2a block	B2AR arrestin	BRCA1 expr up
1	CCc1nnc(NC(=O)CSc2nc(C3CCCCC3)nc3ccccc23)s1	-0.2%	0.8%	.	?	5.5%	-4.3%	8.2%	-16.8%	-1.2%	-0.5%	-1.6%
2	CNS(=O)(=O)c1cccc(C(=O)OCC(=O)c2ccc[nH]2)c1	4.6%	-4.0%	0.5	0.9%	-10.4%	-6.6%	3.8%	12.8%	-0.8%	5.1%	7.3%
3	CC(Sc1nc2ccccc2s1)C(=O)c1c(N)n(C)c(=O)n(C)c1=O (configuration not stated)	5.9%	-2.8%	10.2	9.0%	1.7%	-4.5%	6.8%	-18.1%	-1.6%	-0.1%	-2.5%
4	Cc1ccc(C)c(N2CCN(C(=O)c3ccc(Cl)c(NC4=NC5CS(=O)(=O)CC5S4)c3)CC2)c1 (configuration not stated)	-1.9%	-0.2%	1.1	0.8%	-8.1%	-3.3%	-2.9%	-4.2%	-1.0%	0.4%	-2.8%
5	COC(=O)c1c(NC(=O)CCl)sc(C(=O)N2CCOCC2)c1C	1.9%	-16.0%	0.7	-7.0%	-14.8%	-6.6%	-15.3%	-75.7%[inhibitor]	0.5%	0.1%	-69.3%
6	O=C(CCNS(=O)(=O)c1ccc(Br)s1)Nc1ccc(Cl)cc1	-6.8%	-4.2%	3.3	4.3%	-6.2%	-9.1%	2.0%	3.5%	2.5%	0.1%	-1.8%
7	CC(C)(C)NC(=O)C(c1cccs1)N(Cc1ccc(F)cc1)C(=O)c1csnn1 (configuration not stated)	5.0%	-0.3%	27.6	6.6%	-2.6%	-5.2%	2.6%	23.0%	1.7%	0.1%	-14.8%
8	CCOC(=S)SCC(=O)Nc1nc(-c2ccc(Br)cc2)cs1	-4.9%	?	-1.1	-4.5%	?	-0.7%	-13.2%	-37.8%	1.5%	-0.4%	-72.4%
9	COc1ccc2[nH]c(=O)c(CN(CC3CCCO3)C(=S)Nc3cccc(C)c3)cc2c1 (configuration not stated)	6.2%	0.0%	-0.8	-0.2%	0.3%	-0.5%	-3.0%	-27.5%	-1.4%	-1.0%	-25.6%
10	CCc1sc(C(=O)Nc2ccc(OC)c(S(=O)(=O)N3CCOCC3)c2)cc1C	-1.1%	-4.9%	.	-18.9%	-5.9%	-2.5%	8.1%	-31.8%	-0.1%	-0.2%	-26.4%
11	Cc1c(C(=O)Nc2nccs2)oc2c(Cl)cccc12	15.8%	0.9%	1.1	8.1%	5.7%	0.0%	-4.4%	-26.2%	1.4%	5.6%	-16.5%
12	CCOC(=O)C1=CN(C)CCC1=O	4.8%	.	.	.	.	0.3%	13.5%	0.0%	.	.	9.6%
13	CC1=NN(c2ccccc2)C(=O)/C1=C\N(O)c1ccccc1	-6.8%	-0.3%	1.8	-1.1%	-4.1%	-5.2%	-25.4%	-22.3%	2.2%	0.9%	-11.3%
14	CCOc1ccc2nc(COC(=O)c3cccs3)c(C(=O)c3ccccc3)[n+]([O-])c2c1	2.4%	0.3%	4.3	-3.5%	?	-4.3%	1.8%	4.6%	0.1%	-0.1%	-7.1%
15	O=C(O)CCn1cnc2ccccc2c1=O	4.1%	0.1%	-1.4	10.4%	-4.2%	-10.9%	0.0%	20.2%	2.6%	-1.0%	-18.4%
16	COc1ccc(NC(=O)[C@@H]2[C@@H]3C(=O)N(C4CCCCC4)C(=O)[C@@H]3C3c4ccccc4C=CN32)cc1 (some centres not stated)	-7.7%	-9.3%	0.8	3.5%	12.3%	-5.1%	6.9%	-4.0%	-6.5%	-0.2%	-37.5%
17	Cc1onc(-c2ccccc2)c1C(=O)Nc1nnc(CC(C)C)s1	0.3%	-5.7%	-0.1	4.9%	6.6%	-4.0%	2.8%	36.5%	-1.2%	-0.4%	-3.6%
18	CC12CC3(C)CC(C)(C1)CC(C(=O)NCc1ccccn1)(C2)C3	0.2%	-1.6%	8.1	-1.8%	-4.4%	-0.1%	6.7%	?	1.9%	-1.2%	-23.0%
19	CC(C)CC(C)N1CCC(n2nccc2NC(=O)CCc2ccccc2)CC1 (configuration not stated)	1.8%	-0.3%	2.2	7.4%	5.3%	-0.7%	-21.7%	-40.5%	2.3%	0.3%	-8.9%
20	CN1CCN(CCC(=O)N/N=C/c2cc3c(cc2[N+](=O)[O-])OCO3)CC1	.	3.3%	-0.7	16.4%	-2.6%	-4.2%	4.0%	4.2%	1.3%	-0.8%	-5.1%
21	CSC(=NNC(=O)c1ccc(O)cc1)SC	2.9%	6.7%	1.3	-18.5%	6.8%	6.3%	13.9%	3.8%	4.8%	-0.6%	19.1%
22	COc1ccc(/C=N/NC(=O)c2cc(OC)c(OC)c(OC)c2)cc1CN1CCc2cc(OC)c(OC)cc2C1C (configuration not stated)	0.3%	0.2%	1.8	6.1%	8.5%	1.6%	-8.9%	-20.3%	-1.5%	0.1%	-70.5%
23	COc1ccc(-c2noc(CCC(=O)Nc3cccnc3)n2)cc1	4.0%	4.0%	28.4	7.2%	26.6%	1.2%	9.0%	2.4%	1.3%	0.5%	1.8%
24	COc1ccc(CCN(C(=O)c2ccc(F)cc2)C2=CC3CCC(C2)N3C)cc1OC (configuration not stated)	3.8%	3.6%	-4.1	-1.7%	0.7%	-1.6%	3.1%	0.3%	-8.5%	-0.8%	-21.3%
25	COc1ccccc1NC(=O)CN1CCN(CC(=O)Nc2ccc3c(c2)OCO3)CC1	1.3%	-5.6%	-1.4	-29.9%	-6.7%	-2.0%	-3.4%	-58.9%[inhibitor]	-1.5%	-0.2%	-4.3%
26	CCOP(=O)(OCC)c1nc(-c2ccc(OC)cc2)oc1N1CCOCC1	0.6%	4.0%	2.4	12.5%	6.1%	-3.4%	-1.1%	-12.7%	-6.4%	0.0%	-21.1%
27	CCN1CCN(CCCNC(=O)c2cc3sccc3n2CC)CC1	3.5%	10.6%	-1.0	3.9%	-6.2%	-11.2%	2.4%	17.1%	1.2%	0.2%	-3.1%
28	CCOc1ccc(C(=O)Nc2ccc(CN3CCOCC3)cc2)cc1Br	-3.2%	-5.8%	18.0	2.7%	14.6%	-0.6%	-2.2%	-6.7%	-1.5%	4.2%	-36.4%
29	Cc1no[n+]([O-])c1COc1ccc(/C=C2\NC(=S)NC2=O)cc1	2.6%	15.6%	-3.8	21.7%	2.4%	-2.3%	-1.8%	-5.9%	0.9%	0.4%	0.2%
30	CCCn1cc(SCC(=O)NCc2ccc3c(c2)OCO3)c2ccccc21	3.2%	-8.3%	12.3	-34.6%	-5.8%	0.9%	-2.0%	19.8%	7.8%	-0.1%	-7.4%
31	CNc1snc(C)c1C(=O)OCC(=O)N(C)Cc1ccccc1	4.0%	-0.3%	1.3	?	-2.5%	-0.2%	-28.3%	20.5%	2.7%	0.4%	0.5%
32	Cc1ccccc1OCCC(=O)N1CCN(S(=O)(=O)c2ccc(Cl)cc2)CC1	-2.1%	-6.0%	0.8	-9.9%	-3.7%	1.7%	-11.9%	24.1%	-1.4%	-0.1%	-20.2%
33	C=CCn1c(Cc2cccc3ccccc23)n[nH]c1=S	-1.2%	-3.4%	3.6	3.3%	11.1%	-0.6%	-1.1%	10.0%	1.8%	-1.5%	-7.2%
34	Cc1ccc(N2CC(C(=O)Nc3nnc(C)s3)CC2=O)cc1 (configuration not stated)	-0.4%	1.2%	-1.8	14.1%	4.2%	-7.3%	-1.4%	9.8%	0.0%	-1.5%	-4.6%
35	Cc1ccc2c(CC(=O)NCC(=O)Nc3c(C)cccc3C)coc2c1	3.0%	0.1%	3.1	-13.7%	-4.1%	0.6%	3.9%	3.9%	-0.9%	-0.5%	-7.3%
36	CN(c1ccc(O)cc1)c1nc(-c2cccnc2)cs1	-5.1%	?	1.8	-7.4%	.	-8.2%	?	13.2%	-0.6%	-0.5%	60.0%
37	Cc1c(NC(=O)c2ccc(N(C)S(C)(=O)=O)cc2)c(=O)n(-c2ccccc2)n1C	-2.3%	0.1%	-1.8	5.0%	-0.7%	-1.5%	.	0.0%	0.4%	-0.6%	-2.8%
38	Cc1ccc(CN=c2c([N+](=O)[O-])nn(-c3ccc4c(c3)OCCO4)n2O)cc1	-18.7%	?	-1.9	-11.5%	?	-0.3%	-12.4%	0.0%	-1.0%	5.6%	37.3%
39	COc1ccccc1NC(=S)NCc1ccccc1	-1.4%	-1.9%	9.2	-0.7%	6.5%	-3.3%	-1.4%	-24.8%	0.1%	-0.9%	-10.7%

# Source: PubChem BioAssay
